# Screening data (PubChem)
# 5HT1a antag – human 5-HT1a receptor antagonists, primary screen, cell-based, CHO, Ga15 NFAT-bla reporter | CHO 5-HT1a Ga15 NFAT-bla reporter, antagonist mode | inhibition, % at 10 µM | 62,000 compounds, 0.68% hits;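 active means inhibition above the mean of all tested compounds plus 3 SD, cut at about 43% in these data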;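 further: receptor stimulated by 5-CT agonist at 100 nM near EC80; beta-lactamase reporter measured by ratiometric fluorescence of a cleavable substrate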
# Target sequence (P08908 whole entry, looked up): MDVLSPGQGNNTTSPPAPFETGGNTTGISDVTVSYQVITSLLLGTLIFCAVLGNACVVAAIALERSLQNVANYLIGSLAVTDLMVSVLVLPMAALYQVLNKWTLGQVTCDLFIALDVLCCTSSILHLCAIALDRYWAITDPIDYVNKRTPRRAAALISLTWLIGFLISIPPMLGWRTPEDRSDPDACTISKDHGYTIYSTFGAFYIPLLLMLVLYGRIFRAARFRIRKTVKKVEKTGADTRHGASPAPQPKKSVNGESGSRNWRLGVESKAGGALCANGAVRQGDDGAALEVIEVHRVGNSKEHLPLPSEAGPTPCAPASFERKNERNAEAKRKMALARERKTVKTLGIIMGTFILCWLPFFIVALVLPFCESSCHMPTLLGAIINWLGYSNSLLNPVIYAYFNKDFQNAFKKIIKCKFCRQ
# A340 absorber – compound light absorbance at 340 nm, profiling panel, artefact control, biochemical, MLSMR library, data from PS, PMK, MK assays | compound absorbance at 340 nm, fold over control | fold change at 10 µM | 65,000 tested, under 10 active;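 active means at 10 µM dose, initial 340 nm absorbance at least 2 fold that of control wells; inactive means change under 2 fold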;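 further: initial absorbance extrapolated from kinetic A340 decline of NADH oxidation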
# NADH coupling – inhibitors of PK/LDH coupling enzymes, profiling panel, artefact control, biochemical, MLSMR library; coupled PK/LDH NADH assays, four targets; IC50, µM (highest dose often 10 µM), without a hit: top-dose inhibition; 65,000 compounds, 0.02% hits;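 active means single-dose screening hits from any of four coupled enzyme assays that gave an IC50 when retested across doses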;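 further: the DPM-DC format reads NADH fluorescence rather than 340 nm absorbance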
# Fluor 339 460 – intrinsic fluorescence of library compounds, ex339/em460 – biochemical, MLSMR library, data from DPM-DC assay, artefact control, profiling panel. compound autofluorescence, ex339/em460 nm, NADH buffer; stronger effect = higher value; 1 = no-compound wells, NADH background. 65,000 compounds, 5.5% hits. fluorescence fold increase at 10 µM. AID 709, 2007;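 active means at 10 µM, mean starting fluorescence two-fold or more over control wells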;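 further: signal is the first read of a kinetic run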
# TNAP act mid DEA – human TNAP enzyme activators, primary screen, biochemical, luminescent, intermediate phosphate acceptor level. 64,000 tested, under 10 active. activation factor at 20 µM. purified TNAP, CDP-star luminescence, 100 mM DEA, 30 min; stronger effect = higher value; scale: 0 levamisole-inhibited, 1 vehicle-only enzyme. Alkaline phosphatase, tissue-nonspecific isozyme (Homo sapiens), P05186;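 active means activation factor of at least 2 at 20 µM, relative to controls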
# Target sequence (P05186 whole entry, looked up): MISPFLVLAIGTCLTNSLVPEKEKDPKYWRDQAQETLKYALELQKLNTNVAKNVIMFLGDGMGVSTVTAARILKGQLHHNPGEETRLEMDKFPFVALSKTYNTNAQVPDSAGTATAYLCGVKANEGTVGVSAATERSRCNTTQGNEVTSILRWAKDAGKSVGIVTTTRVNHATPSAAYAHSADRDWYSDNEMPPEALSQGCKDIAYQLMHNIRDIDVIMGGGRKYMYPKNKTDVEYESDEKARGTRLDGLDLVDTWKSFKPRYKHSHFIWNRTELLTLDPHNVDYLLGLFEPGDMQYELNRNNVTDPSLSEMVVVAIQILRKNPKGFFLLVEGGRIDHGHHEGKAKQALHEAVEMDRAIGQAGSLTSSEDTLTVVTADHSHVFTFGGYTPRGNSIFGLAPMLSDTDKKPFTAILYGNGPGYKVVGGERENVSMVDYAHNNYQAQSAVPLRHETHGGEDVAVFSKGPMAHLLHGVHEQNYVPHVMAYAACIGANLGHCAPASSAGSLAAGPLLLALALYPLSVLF
# RORa activator – activators of orphan receptor RORA, primary screen, cell-based, luminescence. AID 560, 2006. CHO-K1 Gal4-RORA LBD luciferase reporter; percent increase over mock-subtracted basal signal. Nuclear receptor ROR-alpha (Homo sapiens), P35398. activation, % at 10 µM. 65,000 compounds, 1.5% hits;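 active means activation above the mean of all tested compounds plus 3 SD, cut at about 49% in these data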;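 further: 0% = DMSO-treated RORA cells and 100% = added signal equal to DMSO minus mock-transfected cells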
# MMP-13 inhibitor – human MMP13 inhibitors, primary screen, biochemical, FRET peptide cleavage. Collagenase 3 (Homo sapiens), P45452. MMP-13 fTHP FRET cleavage, Mca fluorescence. inhibition, % at 4 µM. 65,000 compounds, 0.07% hits. AID 570, 2006;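 active means inhibition above the mean of compound-free control plate wells plus 3 SD, cut at about 14% in these data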;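 further: 0% = DMSO wells and 100% = wells with reference MMP-13 inhibitor after basal subtraction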
# HTR1A agonist – human 5-HT1a receptor agonists, primary screen, cell-based, CHO, Ga15 NFAT-bla reporter; 5-hydroxytryptamine receptor 1A (Homo sapiens), P08908; CHO 5-HT1a Ga15 NFAT-bla reporter, FRET ratio; 0% basal, 100% maximal reference agonist; activation, % at 10 µM; 65,000 compounds, 0.56% hits;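 active means activation above the screen-wide mean activation plus 3 SD, cut at about 19% in these data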;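 further: 0% = DMSO wells and 100% = 5-CT at EC100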
# SF-1 act – activators of human SF-1, primary screen, cell-based, CHO-K1, Gal4-SF-1 LBD, luciferase luminescence; CHO-K1 Gal4-SF-1 LBD luciferase reporter; % increase over DMSO SF-1-specific signal; activation, % at 10 µM; 65,000 compounds, 1.9% hits; AID 522, 2006;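 active means activation above the mean activation of all tested compounds plus 3 SD, cut at about 50% in these data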
#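 Material: Transient Gal4-SF-1 LBD reporter, CHO-K1 | Input: 4,000 cells/well | Dosing: One dose, 10 µM compound, 1% DMSO | Incubation: 20 h compound treatment, 37 °C | Detection: SteadyLite luciferase luminescence | Evaluation: Percent activation relative to DMSO median and mock-transfected background | Benchmarks: DMSO-treated SF-1-transfected cells as negative, DMSO-treated mock-transfected cells lacking SF-1 as background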
# Active calls of the source: *; nt = not tested or not shown; [ ] = another dose, or the depositor's remark.
# Below each SMILES: 5HT1a antag	NADH coupling	A340 absorber	SF-1 act	MMP-13 inhibitor	HTR1A agonist	TNAP act mid DEA	RORa activator	Fluor 339 460
(1) CCOC(=O)Cc1cn2c(=O)cc(CSCC(=O)Nc3ccc(C)c(C)c3)nc2s1
→ 2.0	3.0%	1.05	4.8	2.4	-0.6	0.9	3.9	1.18
(2) COc1ccc(-c2nc3n(n2)C(c2ccccc2)C2=C(CCCC2=O)N3)cc1OC (configuration not stated)
→ -10.5	3.0%	1	4.6	-13.2	-1.6	1.1	-10.1	1.37
(3) COC(=O)c1sc2nc(N3CCCCC3)c3c(c2c1N)CC(C)(C)N(C)C3
→ nt	1.0%[fluoresces]	1.09	6.7	-66.7[fluorescence artefact?]	1.6	1	0.7	2.33*
(4) COC(=O)c1ccccc1NS(=O)(=O)c1ccc(F)cc1
→ 2.8	3.0%	1	7.3	0.0	1.4	0.8	-14.4	1.04
(5) CCCCOc1ccc(C2CC(=O)N(C)C2=O)cc1 (configuration not stated)
→ nt	4.0%	1.02	3.7	-0.3	1.4	0.9	14.6	1.12
(6) CCCNS(=O)(=O)c1ccc(NC(=O)c2ccccn2)cc1
→ -1.5	9.0%	1.03	36.3	-2.5	-1.1	0.9	18.9	1.1
(7) Cc1ccc(CC2(O)CC(C)N(C)CC2C)c(C)c1 (configuration not stated)
→ -6.7	1.0%	0.99	-14.8	-3.3	-0.6	0.9	-2.3	1.01
(8) COC(=O)[C@H](C)NC(=O)NCc1ccc(F)cc1
→ -14.8	4.0%	0.99	-0.4	5.3	-4.0	0.9	-28.2	1.09
(9) CCOC(=O)c1c(NC(=O)c2cc(C3CC3)on2)sc2c1CCCC2
→ -6.3	14.0%[fluoresces]	1.07	11.2	0.0	-1.4	1	-21.0	2.09*
(10) COC(=O)C(C)Sc1nnc(Cc2cc(=O)[nH]c(=O)[nH]2)n1-c1cc(C)ccc1C (configuration not stated)
→ 5.3	4.0%	1.04	7.7	-5.4	-2.3	0.9	12.5	1.06
(11) O=C(Nc1ccc(-c2noc(COc3ccccc3Cl)n2)cc1)c1ccco1
→ -23.2	12.0%	0.8	34.6	3.9	-1.5	0.9	13.9	1.04
(12) Cc1c(N=Cc2cccs2)c(=O)n(-c2ccccc2)n1C
→ 7.8	2.0%	1.18	-17.3	5.0	-4.6	1	15.6	1.03
(13) Cc1ccc(N2CCCCn3c2nc2c3c(=O)[nH]c(=O)n2C)cc1
→ -6.0	5.0%	1.05	4.7	3.2	-0.1	0.9	2.4	1.1
(14) COc1ccc(C(c2nnnn2Cc2ccc(F)cc2)N2CCN(c3ccc(OC)cc3)CC2)cc1 (configuration not stated)
→ 18.1	8.0%	0.98	11.4	5.3	-5.6	1	-0.9	1.05
(15) CC(=O)c1cc2c(cc1NC(=O)CSc1nnc(C)s1)OCO2
→ -7.2	10.0%	1.06	-2.9	-12.0	-1.4	0.9	-0.5	2*
(16) O=C(NCCCn1ccnc1)c1ccncc1
→ 0.3	4.0%	1.03	-3.0	3.2	0.3	0.9	-8.1	1.1
(17) Cc1ccc(-c2noc(CCC(=O)N3CCN(c4cccc(C(F)(F)F)c4)CC3)n2)cc1
→ 6.1	11.0%	0.99	-8.5	-0.1	0.2	0.9	4.6	1.05
(18) Cc1ccc(Nc2nc(N)nc(CSc3nccn3C)n2)cc1
→ 14.2	2.0%	1.01	32.0	-3.5	-5.2	0.9	32.6	1.07
(19) COCCOC(=O)C1=C(C)Nc2ncnn2C1c1ccccc1 (configuration not stated)
→ -10.8	5.0%	1.05	9.7	2.5	-0.4	1	-10.3	1.08
(20) CN(C)c1ccc(C(=O)OCC(=O)c2cccs2)cc1
→ -15.1	6.0%	1.06	52.5*	2.6	1.3	0.9	7.4	1.08
(21) O=C(OCc1c(Cl)cccc1Cl)c1cnccn1
→ 1.8	2.0%	1.04	-2.6	5.5	-6.5	0.9	14.3	1.13
(22) CCCn1nnnc1NCc1cccn1C
→ 0.4	4.0%	1.02	10.8	-4.7	-3.7	0.9	5.1	1.09
(23) O=S(=O)(c1ccc2ccccc2c1)N1CCCOC1
→ -6.5	6.0%	1	-14.1	6.3	-1.5	0.9	-6.3	1.09
(24) Cc1nn(Cc2ccccc2)c(Cl)c1C(=O)NCc1ccc(C)n1C
→ -3.9	6.0%	1.05	4.5	-0.8	-1.0	0.9	-3.0	1.16
(25) COc1cccc(-c2nc(CS(=O)(=O)CC(=O)N3CCN(c4ccccn4)CC3)c(C)o2)c1
→ -3.3	3.0%	0.98	-4.4	-6.7	-1.8	0.8	-2.5	1.04
(26) CCOC(=O)NC(NC(=O)OCC)C(=O)c1ccccc1
→ 0.0	5.0%	1	4.8	-0.3	-1.0	0.9	-28.1	1.07
(27) COc1cccc(-c2nnc3sc(-c4ccc(C)cc4)nn23)c1
→ nt	2.0%	0.99	-0.4	-5.3	-3.7	0.8	14.8	1.03
(28) Fc1ccc(Nc2nc(Oc3ccc4c(c3)OCO4)nc(N3CCOCC3)n2)c(F)c1
→ 5.1	5.0%	1.04	2.3	1.1	1.5	0.9	-6.0	1.08
(29) c1ccc(CN2CCN(c3ncnc4nc[nH]c34)CC2)cc1
→ 17.9	5.0%	1.05	-2.9	5.8	0.7	0.8	18.1	1.05
(30) CCOC(=O)C1CCCN(Cc2ccc3c(c2)OCO3)C1 (configuration not stated)
→ 6.6	0.0%	1.04	-13.1	2.1	-4.3	0.9	-10.5	1.08
(31) CCOc1ccc(-c2nnn(CC(=O)NCc3ccco3)n2)cc1
→ -3.3	3.0%	1.04	24.3	3.4	-0.7	0.9	20.4	1.09
(32) O=C(CSc1nnc(C2COc3ccccc3O2)o1)N1CCOCC1 (configuration not stated)
→ -7.0	5.0%	1.01	-17.1	8.5	-4.4	1	-12.6	1.13
(33) Cc1ccc(-n2ncc(C#N)c2/N=C/N2CCOCC2)cc1
→ -8.5	3.0%	1.03	10.2	7.4	-0.9	1	-13.4	1.08
(34) COc1ccc2cc(CN(CCCN3CCOCC3)Cc3nnnn3C3CCCCC3)c(=O)[nH]c2c1
→ 3.4	4.0%	1.11	7.8	-8.5	-2.6	1	-17.9	1.23
(35) Cc1ccnc(Sc2nc3c(c(=O)[nH]c(=O)n3C)n2CCCc2ccccc2)n1
→ -25.3	2.0%	1.05	-3.2	3.3	-0.8	1	10.2	1.06
(36) Cc1ccccc1Cn1c(=N)n(CC(O)c2ccco2)c2ccccc21 (configuration not stated)
→ 29.7	7.0%	0.99	-0.7	-6.7	-2.1	1	-17.4	1
(37) Cc1cc2n(n1)C(c1ccco1)Nc1ccccc1-2 (configuration not stated)
→ 3.3	7.0%	1.03	-10.1	-13.7	1.6	1	-9.0	1.74
(38) O=C1c2ccccc2C(=O)N1Cc1ccco1
→ -6.6	4.0%	1.02	-3.0	0.9	-2.7	1	0.1	1.1
(39) O=C(O)c1ccc(COc2ccccc2Cl)cc1
→ -1.9	13.0%	1.03	25.9	3.1	-1.7	0.9	23.4	1.51
(40) Cc1ccc2cc(CN(CCN3CCOCC3)Cc3nnnn3Cc3ccco3)c(=O)[nH]c2c1C
→ -11.6	8.0%	1.08	6.5	-6.0	-1.8	1.1	-23.3	1.32
(41) CCOCCCN(C(=O)Cn1nnc2ccccc21)C(C(=O)NCc1ccco1)c1ccncc1 (configuration not stated)
→ 3.0	1.0%	1.02	-2.6	2.8	-0.6	1	-2.8	1.18
(42) O=C(COC(=O)COc1ccccc1)Nc1ccccc1OC(F)F
→ 7.7	3.0%	1	5.4	-1.5	-2.0	1	4.0	1.07
(43) COc1cccc(OC)c1C(=O)Nc1ccc(CN2CCOCC2)cc1
→ -4.9	5.0%	1.02	-0.6	-5.4	-3.6	1	-13.2	1.13
(44) CC1(C)CC(=O)C=C(Nc2ccc(OCC(F)(F)C(F)F)cc2)C1
→ 8.9	3.0%	1.09	5.5	7.7	0.8	0.9	4.4	1.05
(45) COC(=O)COC(=O)CC(CC(N)=O)c1ccccc1 (configuration not stated)
→ -11.9	5.0%	1.02	-13.2	2.5	-1.5	1	-11.1	1.06
(46) CSC1=NCCN1C(=O)c1cccc(Br)c1
→ -12.6	5.0%	0.99	-10.3	5.3	-0.3	1	-13.9	1.05
(47) CCCCN(C)CCNC(=O)Cn1ncc2c(=O)oc3ccc(C)cc3c21
→ 0.9	4.0%	1	-1.9	0.5	-0.9	0.9	-5.8	1.03
(48) O=C(CSc1nc2cc(Cl)ccc2s1)NC(=O)NCc1ccco1
→ -5.2	4.0%	1.01	8.8	3.6	-2.3	0.9	-4.5	1.11
(49) O=C(NCc1cccs1)c1nc2c(nnn2Cc2ccccc2Cl)c(=O)[nH]1
→ -15.1	7.0%	1.01	-11.9	-4.2	0.4	0.9	-13.9	1.05
(50) CCCOc1cccc(C2/C(=C(/O)c3ccc(F)cc3)C(=O)C(=O)N2CCN(C)C)c1 (configuration not stated)
→ nt	6.0%	1.09	13.9	-3.9	1.8	0.9	-19.9	1.04
(51) NC(=O)C1CCC(NC(=O)OCc2ccccc2)CC1 (configuration not stated)
→ -8.9	11.0%	1.02	6.3	0.7	-0.7	0.9	-19.0	1.09
(52) CCOC(=O)c1c(C)oc2cc(Br)c(OC)cc12
→ 20.1	1.0%	1.04	-4.7	0.3	-1.4	0.8	-5.9	1.1
(53) CCOC(=O)CCN(Cc1cccs1)S(=O)(=O)c1ccc(Cl)cc1
→ 17.7	3.0%	1	1.5	3.0	-2.4	0.9	-6.8	1.11
(54) Cc1ccccc1-n1c(=O)/c(=C\c2ccco2)s/c1=C(/C#N)C(=O)Nc1ccccc1
→ nt	3.0%	1.03	3.1	6.5	2.0	0.8	-7.4	1.14
(55) COCCn1nnnc1CN1CCN2CCCC2C1 (configuration not stated)
→ 3.6	4.0%	1.05	-27.1	5.7	-0.7	0.9	1.3	1.02
(56) Cc1ccc(C(=O)OCc2cn3ccccc3n2)cc1
→ 4.0	2.0%	1.04	8.8	-0.9	100.6*	1	10.7	1.12
(57) CCOCCCN1CC(C(=O)NCCc2ccccc2)CC1=O (configuration not stated)
→ -0.6	9.0%	0.99	3.9	2.3	-3.6	0.9	-20.7	1.07
(58) CCOC(=O)c1c(-c2ccc(C)o2)csc1NC(=O)COC(=O)c1cccs1
→ 49.5*	3.0%	0.99	-12.1	4.4	1.8	0.9	3.1	1.13

# Three entries already listed, arranged by length of the SMILES, high to low:
# Below each SMILES: 5HT1a antag	NADH coupling	A340 absorber	SF-1 act	MMP-13 inhibitor	HTR1A agonist	TNAP act mid DEA	RORa activator	Fluor 339 460
(44) CC1(C)CC(=O)C=C(Nc2ccc(OCC(F)(F)C(F)F)cc2)C1
→ 8.9	3.0%	1.09	5.5	7.7	0.8	0.9	4.4	1.05
(53) CCOC(=O)CCN(Cc1cccs1)S(=O)(=O)c1ccc(Cl)cc1
→ 17.7	3.0%	1	1.5	3.0	-2.4	0.9	-6.8	1.11
(45) COC(=O)COC(=O)CC(CC(N)=O)c1ccccc1 (configuration not stated)
→ -11.9	5.0%	1.02	-13.2	2.5	-1.5	1	-11.1	1.06
